proCasp7 act: counter-screen: procaspase-7 (human) activation; P55210; recombinant procaspase-7, Ac-DEVD-pNA absorbance 405 nm; D23A/D198A/D206A triple mutant, cannot self-cleave; scale: DMSO 0, 5 µM enzyme 100; activation, % at 8.5 µM; 330,000 tested, 0.093% active;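 active = percent activation above the screen-wide mean plus 3 SD, cut at about 25% in these data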
Target sequence (P55210 whole entry D23A/D198A/D206A): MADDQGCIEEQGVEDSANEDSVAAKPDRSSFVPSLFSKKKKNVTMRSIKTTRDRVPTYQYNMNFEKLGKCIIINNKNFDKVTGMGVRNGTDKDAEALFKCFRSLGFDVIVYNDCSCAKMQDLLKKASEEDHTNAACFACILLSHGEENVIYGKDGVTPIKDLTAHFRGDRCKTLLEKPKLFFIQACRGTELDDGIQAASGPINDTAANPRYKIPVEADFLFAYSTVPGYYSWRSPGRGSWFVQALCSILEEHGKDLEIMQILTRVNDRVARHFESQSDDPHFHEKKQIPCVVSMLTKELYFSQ
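System: Procaspase-7 triple mutant (PC-7 D3A); measure: % activation from two-timepoint absorbance difference, scaled to controls; times: 1 h compound preincubation, 2 h substrate cleavage, 25 °C; also added: Ac-DEVD-pNA substrate, 400 µM as added; measured by: Epi-absorbance of released pNA at 405 nm, two timepoints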
Fh CTSL1 inh: blocks F. hepatica cathepsin L1 in PFM18AAP counter-screen | inhibition, % at 5.96 µM | recombinant F. hepatica cathepsin L1, Z-Leu-Arg-MCA fluorescence | 300,000 tested, 0.49% active | AID 1906;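 active = inhibition above the mean of all tested compounds plus 3 SD, set per screening campaign, cut at about 17% in these data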;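 also: 0% = plate median of test compound wells and 100% = 1 µM Z-Phe-Ala-diazomethylketone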
PP1 counter: counter-screen for PP5 inhibitors: inhibitors of human PP1-alpha. AID 2235. 320,000 tested, 0.9% active. inhibition, % at 6.7 µM. purified PP1alpha, OMFP fluorescence;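 active = inhibition above the mean inhibition of all tested compounds plus 3 SD, computed separately for each screening campaign, cut at about 15% in these data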
PP5 inh: blocks human protein phosphatase 5 activity. P53041. purified PP5c, OMFP substrate fluorescence. inhibition, % at 6.7 µM. 320,000 tested, 0.18% active;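 active = inhibition above the campaign's mean inhibition across all tested compounds plus 3 SD, cut at about 9.5% in these data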;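 also: 0% = DMSO only and 100% = 100 µM cantharidin control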
Target sequence (P53041 whole entry, looked up): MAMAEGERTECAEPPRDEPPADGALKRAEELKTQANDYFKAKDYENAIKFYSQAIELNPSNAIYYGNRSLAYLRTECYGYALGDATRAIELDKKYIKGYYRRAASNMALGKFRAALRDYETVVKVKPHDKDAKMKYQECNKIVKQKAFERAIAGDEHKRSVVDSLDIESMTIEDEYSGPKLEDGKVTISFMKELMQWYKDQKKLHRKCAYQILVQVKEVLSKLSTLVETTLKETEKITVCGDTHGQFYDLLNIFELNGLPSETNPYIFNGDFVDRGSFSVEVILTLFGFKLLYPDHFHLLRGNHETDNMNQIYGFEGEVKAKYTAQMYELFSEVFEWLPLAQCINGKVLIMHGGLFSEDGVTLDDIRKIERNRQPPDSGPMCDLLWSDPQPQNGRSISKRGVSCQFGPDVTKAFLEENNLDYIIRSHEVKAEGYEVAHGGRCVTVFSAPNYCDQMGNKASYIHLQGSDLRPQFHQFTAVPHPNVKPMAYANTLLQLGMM
GASC-1 inh: human JMJD2C demethylase inhibition | Q9H3R0 | GST-JMJD2C(1-420) H3K9me3 demethylation, DELFIA europium | inhibition, % at 2.35 µM | 330,000 tested, 0.069% active | AID 2099;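 active = more than half of a compound's replicate wells show inhibition beyond 50%, single wells judged on their own value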;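 also: signal counts dimethyl H3K9 product captured on neutravidin plate; 0% = median of DMSO wells and 100% = 0.3 times that DMSO median; strong numbers were not always called active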
Efflux pump mplx: antifungal efflux pump inhibition, Nile Red retention. S. cerevisiae Candida pump triplex. inhibition, % at 10 µM. 330,000 tested, 0.44% active;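 active = plate passing quality check with inhibition over a set limit, or well fluorescence over plate mean plus 4 SD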;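 also: Nile Red retained in pooled yeast measured as flow cytometry median fluorescence; 0% = buffer negative control and 100% = Enniatin B positive control; higher means more Nile Red kept so more efflux inhibition; some compounds called inactive have numbers as strong as hits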
HCV core dimer: blocks dimerization of HCV core protein; AID 1899; inhibition, % at 5 µM; TR-FRET GST/Flag-core106 dimerization, 1536-well; 300,000 tested, 0.33% active;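 active = inhibition above the mean of all tested compounds plus 3 SD, set per screening campaign, cut at about 45% in these data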
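assay system = GST-tagged and Flag-tagged HCV core protein residues 1-106 | controls = unlabelled core106 and no-GST-core106 wells | incubation = compound-protein-antibody incubation 4 h at 22.5 °C | probe or stimulus = Eu donor and XL665 acceptor anti-tag antibodies | read-out = % inhibition based on acceptor/donor emission ratio | signal = TR-FRET 671 and 617 nm emission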
TPT1 inh: blocks Candida albicans tRNA 2'-phosphotransferase. recombinant caTPT1, FP RNA substrate dephosphorylation. inhibition, % at 5 µM. 300,000 tested, 0.81% active. AID 1962;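 active = inhibition above the mean of all tested compounds plus 3 SD, set per screening campaign, cut at about 24% in these data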;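 also: plate controls were DMSO alone for no effect and ferristatin control at 100 nM for full effect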
proCasp3 act: procaspase-3 (human) activation; P42574; recombinant procaspase-3 D3A, Ac-DEVD-pNA absorbance 405 nm; activation, % at 8.5 µM; 330,000 tested, 0.11% active;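 active = activation above the mean of all tested compounds plus 3 SD, cut at about 21% in these data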;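 also: 0% = DMSO alone and 100% = DMSO wells spiked with extra 5 µM PC-3 D3A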
Target sequence (P42574 whole entry D9A/D28A/D175A): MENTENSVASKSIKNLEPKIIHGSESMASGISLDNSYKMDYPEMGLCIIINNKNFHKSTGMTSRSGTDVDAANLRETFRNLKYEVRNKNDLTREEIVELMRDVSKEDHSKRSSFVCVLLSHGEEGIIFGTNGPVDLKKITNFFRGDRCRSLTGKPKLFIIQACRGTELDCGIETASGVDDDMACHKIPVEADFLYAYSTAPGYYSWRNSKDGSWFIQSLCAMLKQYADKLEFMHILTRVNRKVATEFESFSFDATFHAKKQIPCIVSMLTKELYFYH
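Assay system – Procaspase-3 D3A mutant, all three cleavage aspartates alanine · Controls – DMSO-only low control, 5 µM PC-3 D3A high control · Schedule – 1 h compound preincubation, 2 h substrate hydrolysis at 25 °C · Signal – 405 nm absorbance of p-nitroaniline, reads at 0 and 120 min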
An asterisk follows results filed as active; nt = no result given. Not a hit list. About 2.9% of those tested had a hit in this group.

SMILES	proCasp7 act	Fh CTSL1 inh	PP1 counter	PP5 inh	GASC-1 inh	Efflux pump mplx	HCV core dimer	TPT1 inh	proCasp3 act
O=C(CSc1nc2nc3c(cc2c(=O)n1-c1ccccc1)CCCC3)Nc1cccc2ccccc12	-1	0	15	3.1	13	1.1*	-14	4	6
CC1c2cc3c(cc2CCN1C(=O)c1ccc(C(F)(F)F)cc1)OCCCO3 (stereo unspecified)	-9	1	4	3.7	2	0.0	-13	-4	2
CC(C)(CO)NCC(O)Cn1cc(C=O)c2ccccc21 (stereo unspecified)	3	1	-6	-0.9	-33	0.0	-1	0	-4
CC1(C)CC(=O)c2c(nc(SCC(=O)Nc3nsc(-c4ccccc4)n3)c(C#N)c2-c2ccccc2)C1	3	0	16*	5.2	9	0.2	26	0	-2
O=C(CCc1nnc(Cc2ccc3c(c2)OCO3)o1)NCCc1ccccc1Cl	8	0	-2	3.4	-8	0.0	3	2	0
O=C(O)c1ccc(N2C(=O)c3[nH]nc(-c4ccccc4)c3C2c2ccccc2)cc1 (stereo unspecified)	1	4	-2	0.5	3	-0.1	3	1	2
CCN1CCN(c2sc(S(C)(=O)=O)nc2S(=O)(=O)c2ccc(Cl)cc2)CC1	0	1	2	1.6	-6	-0.1	-19	0	4
O=S(=O)(c1ccccc1)N1CCCC1c1nc2ccccc2s1 (stereo unspecified)	6	-5	-4	1.8	-1	0.1	6	1	-1
COc1cc(C2C(C#N)=C(N)OC3=C2C(=O)CC(C)(C)C3)ccc1OCCN1CCOCC1 (stereo unspecified)	-4	2	-4	-0.3	-38	-0.1	0	0	-1
O=C(NC1CCCC1)C(c1ccco1)N(C(=O)c1ccco1)c1ccccc1 (stereo unspecified)	-12	9	0	-7.0	1	0.1	-9	-1	4
COc1cc2c(cc1OC)CN(CC(=O)NC(=O)NCc1ccco1)CC2	0	-2	1	-1.2	-1	-0.1	3	-6	-2
Cc1cccc(N(C(=O)c2cnc3n(c2=O)CCS3)C2CCCCC2)c1	1	2	1	2.9	-5	-0.2	-4	0	11
O=C(/C=C/c1cccc([N+](=O)[O-])c1)OCC(=O)c1ccccc1	-1	-6	-6	0.9	17	0.3	-1	-1	3
O=C1CCCC2=C1C(c1ccsc1)CC(=O)N2c1ccccc1F (stereo unspecified)	0	2	2	1.8	4	-0.1	1	-1	1
COc1ccc(OCc2nnc3n2N=C(c2ccc(Br)cc2)CS3)cc1	9	2	6	3.3	9	0.0	5	0	0
CC(C)N(CCO)Cc1nc(C(c2ccccc2)c2ccccc2)no1	7	-3	-2	3.0	12	-0.1	-5	1	-2
CC(C)(C)Nc1nc(-c2ccccn2)nc2ccccc12	-3	8	18*	1.0	1	0.1	2	-6	-2
CCc1ccc2oc(C(=O)N3CCN(c4ccc(OC)cc4)CC3)cc(=O)c2c1	-2	-2	4	1.3	-6	-0.2	9	-3	-2
CC1(C)NC(=O)N(Cc2cc(=O)n3ccsc3n2)C1=O	7	1	-2	0.9	2	0.2	6	-2	-8
Cc1cc(N2CCN(C(=O)c3ccco3)CC2)n2ncc(-c3ccccc3)c2n1	-15	0	-2	5.8	-12	0.4	10	-4	7
COc1ccc(S(=O)(=O)N(C)c2ccc(C(=O)NCc3ccco3)cc2)cc1	1	-1	-5	2.8	-2	-0.2	8	-3	8
CCOC(=O)/C(C#N)=C\c1c(C)cc(C)c(COC(C)=O)c1C	-2	1	2	2.3	2	-0.1	1	0	-1
Nc1nnc(CC(=O)N/N=C/c2ccccc2OCc2ccc(F)cc2)s1	5	0	1	0.8	5	0.1	-1	1	1
CCCCC(=O)NC(=S)NNS(=O)(=O)c1ccccc1	-39	2	-2	0.5	4	0.3	-9	1	-27
CCN(CC)C(=O)c1ccc(COc2ccccc2Cl)o1	8	1	-1	-1.1	-5	0.1	4	-3	6
NS(=O)(=O)c1ccc(CNC(=O)Cc2cccs2)cc1	-1	1	6	-4.0	2	0.0	40	6	-1
O=C(C[n+]1cc(-c2ccc(Cl)cc2)n2c1CCC2)Nc1nc(-c2ccccc2)cs1	4	-1	16*	1.6	16	0.1	3	6	-5
O=C(CSc1nc2ncc(Cl)cc2[nH]1)Nc1ccccc1-c1ccccc1	4	-1	1	3.0	12	0.0	0	1	6
COc1ccc(C(CNC(=O)COc2ccccc2OC)N(C)C)cc1OC (stereo unspecified)	-5	-2	-2	1.1	-6	0.0	4	0	-6
CCN1C(Nc2ccccc2)=NC[C@@H]1C	-10	0	0	2.0	1	0.0	8	2	5
Cc1cc([N+](=O)[O-])ccc1NCc1ccccc1[N+](=O)[O-]	-12	0	-2	1.8	1	-0.1	-4	-5	-17
N#Cc1ccc(C(=O)Nc2ccc([N+](=O)[O-])cc2)c(F)c1	-4	2	0	1.3	-4	-0.2	-1	1	11
CCOC(=O)n1c(O)c(N=NC(N)=S)c2cc(C)ccc21	5	-5	-1	-0.9	7	-0.1	-2	-3	3
CN(C)S(=O)(=O)N1CCC(Oc2cccc(C(=O)NC3CCOC3)c2)CC1 (stereo unspecified)	8	-1	-2	1.6	11	-2.4	-1	-1	4
O=C(NCCO)/C(=C\c1ccco1)NC(=O)c1cccs1	-2	0	4	2.6	-16	0.1	-2	0	-5
CC1=Nc2ccccc2N=C(NC(=O)CSc2nnnn2-c2ccccc2)C1c1ccccc1 (stereo unspecified)	13	3	4	2.5	14	0.0	21	0	-3
O=C(Cn1nc(-c2ccc(Cl)cc2)ccc1=O)NCCN1CCOCC1	0	-1	-2	-2.4	6	-0.2	-1	-1	4
O=C(NCCS(=O)(=O)N1CCN(c2ccccc2)CC1)c1ccc(Br)o1	3	-1	1	2.5	-1	0.0	-6	0	7
N#Cc1ccc(Oc2nc(C#N)cc(-c3ccccc3)n2)cc1	2	3	1	1.4	12	-0.3	-11	2	-1
COc1ccccc1C1CCN(Cc2cccc3ccccc23)CC1	-1	5	2	-1.5	29	-0.2	-1	-4	-2
C/C(=C\c1ccccc1)CN1CCC(C(=O)N2CCCCC2)CC1	3	0	5	-1.2	-5	-0.1	2	1	2
O=C(CSc1nnc(-c2ccccc2O)o1)N1CCCCC1	-4	1	1	0.3	2	0.0	-8	-1	4
CCCc1cc(C(=O)NCc2ccc(OC)cc2)no1	0	-2	1	0.7	2	-0.2	12	-4	-3
CC(C)COc1ccc(C2NC(=O)NC2=O)cc1 (stereo unspecified)	-2	-2	-6	-2.3	-3	-0.1	6	-2	2
CCCN1CCN(C(=O)Cn2ncc3ccccc32)CC1	1	-2	-7	-1.3	5	-0.1	3	1	-4
COc1ccc(CC(=O)Nc2c3c(nn2-c2cccc(C)c2C)CS(=O)(=O)C3)cc1	5	3	0	2.1	-1	0.0	5	0	5
CCC(C)NCCOCCOc1ccc(F)cc1 (stereo unspecified)	-2	1	0	4.8	-5	-0.2	6	-4	5
COc1ccc2[nH]c3c(c2c1)CCN1C(=O)N([C@@H](C)C(=O)NCCc2ccc(OC)c(OC)c2)C(=O)[C@]31C	-1	2	-2	1.9	3	-0.1	-1	-2	-3
O=C(OCC(=O)N1CCN(C(=O)c2ccco2)CC1)c1cn(-c2ccccc2)nc1-c1ccccc1	1	1	1	-0.3	0	0.0	11	-4	-2
Cc1ccc(NC2=CC(=O)CC(c3ccccc3)C2)cc1 (stereo unspecified)	3	5	-1	-0.7	-1	-0.2	-4	-2	8
O=C(Nc1ccc(Cl)cc1)C1=Cc2ccccc2OC1	3	-1	-3	1.5	0	0.1	-1	-4	2
CCCC(=O)NCCCc1nc2ccccc2n1C	-3	-1	0	-0.8	-12	-0.1	2	0	11
Clc1ccc(COc2cccc(CNCc3ccncc3)c2)cc1	7	-1	3	-0.3	-3	0.2	-2	1	-3
O=C(CNC(=O)c1ccco1)NCC(c1ccco1)N1CCCCC1 (stereo unspecified)	15	nt	-5	-0.4	5	0.2	nt	nt	-1
Cc1cc(C)n(C(=O)CCC(=O)NCc2ccccc2)n1	-1	-4	0	-2.6	-8	0.0	3	0	-1
CCN(c1ccccc1)S(=O)(=O)c1ccc(Cl)c(NC(=O)COC(=O)C2CC2C)c1 (stereo unspecified)	3	-9	0	6.0	-4	0.1	4	1	-2
CC1(C2CC2)NC(=O)N(CC(=O)NCc2ccc(Cl)cc2Cl)C1=O (stereo unspecified)	-10	nt	1	0.5	nt	0.3	nt	nt	5
CC1(C)Cc2c(sc3nc4n(-c5ccccc5)cnn4c(=O)c23)CO1	6	0	-5	1.6	5	-0.1	6	-1	-10
Cc1ccc(C(=O)O)cc1-c1ccc(/C=C2\SC(=O)N(CC(=O)Nc3ccc4c(c3)OCO4)C2=O)o1	-18	4	1	1.6	-3	-0.1	5	6	-9
CC(=O)c1ccc(N(C(=O)Cn2nnc(-c3ccccc3)n2)C(C(=O)NC2CCCCC2)c2ccccn2)cc1 (stereo unspecified)	-2	2	-2	1.7	-8	0.2	4	3	2

Later entries
SMILES	proCasp7 act	Fh CTSL1 inh	PP1 counter	PP5 inh	GASC-1 inh	Efflux pump mplx	HCV core dimer	TPT1 inh	proCasp3 act
O=C(NC1CCCCC1)C(c1cccnc1)N(C(=O)c1csnn1)C1CCCC1 (stereo unspecified)	11	-2	0	2.1	-3	-0.1	-2	4	-5
OC1CCCN(c2c3c(nc4cc(-c5cccc(Cl)c5)nn24)CCC3)C1 (stereo unspecified)	2	1	0	4.3	-21	0.0	1	-2	1
O=[N+]([O-])c1cccc(-c2cc(C(F)(F)F)n3nc(-c4ccccc4)cc3n2)c1	2	0	3	3.7	-2	-0.1	-5	-3	-1
Cc1ccc2[nH]c(=O)c(CN(CCCN(C)C)C(=S)NCCc3ccccc3)cc2c1	3	-1	-3	0.0	1	0.1	-3	1	4
CCn1c(-c2ccoc2C)n[nH]c1=S	-9	-2	-2	1.1	-4	0.0	0	-2	-2

In the list so far, these have a CF3 group:
SMILES	proCasp7 act	Fh CTSL1 inh	PP1 counter	PP5 inh	GASC-1 inh	Efflux pump mplx	HCV core dimer	TPT1 inh	proCasp3 act
CC1c2cc3c(cc2CCN1C(=O)c1ccc(C(F)(F)F)cc1)OCCCO3 (stereo unspecified)	-9	1	4	3.7	2	0.0	-13	-4	2
O=[N+]([O-])c1cccc(-c2cc(C(F)(F)F)n3nc(-c4ccccc4)cc3n2)c1	2	0	3	3.7	-2	-0.1	-5	-3	-1

Given with bars between the fields: two of the compounds above
molecule | proCasp7 act | Fh CTSL1 inh | PP1 counter | PP5 inh | GASC-1 inh | Efflux pump mplx | HCV core dimer | TPT1 inh | proCasp3 act
Cc1ccc2[nH]c(=O)c(CN(CCCN(C)C)C(=S)NCCc3ccccc3)cc2c1 | 3 | -1 | -3 | 0.0 | 1 | 0.1 | -3 | 1 | 4
CCn1c(-c2ccoc2C)n[nH]c1=S | -9 | -2 | -2 | 1.1 | -4 | 0.0 | 0 | -2 | -2

Screening data from PubChem BioAssay.
